Peg3 prom inh: Peg3 promoter-driven luciferase inhibitors, primary screen, cell-based, HeLa, luciferase luminescence. HeLa PEG-Prom luciferase reporter, overnight. inhibition, % at 20 µM. 360,000 tested, 1.7% active;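 active = inhibition of at least 50% at 20 µM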
TRPM1 prom inh: inhibitors of MITF-dependent TRPM1 promoter reporter, primary screen, cell-based, SK-MEL-5, single point, luciferase; SK-MEL-5 TRPM1 promoter luciferase, 24 h; inhibition, % at 12.5 µM; 330,000 tested, 0.83% active; AID 488899, 2010;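 active = mean inhibition across replicates of 60% or more, whatever share of single replicates reaches that level; inconclusive = some that reach 60%, reason not given; inactive = mean inhibition across replicates below 60%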; also: values of inactives mirror those of a sister screen read the other way
NR2E3 ag-1: inhibitors of NR2E3-RetCOR corepressor binding, primary screen, NR2E3 agonist project, biochemical, TR-FRET, GST-NR2E3, biotin-RetCOR; AID 2300, 2010; 1536-well; inhibition of corepressor binding, % at 4.78 µM; 320,000 tested, 0.12% active;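 active = percent inhibition above the cutoff of mean plus 3 SD of all tested compounds, set per screening campaign, cut at about 20% in these data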;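 also: 0% = DMSO wells and 100% = biotin wells as full block of FRET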
Target sequence (Q9Y5X4 whole entry, looked up): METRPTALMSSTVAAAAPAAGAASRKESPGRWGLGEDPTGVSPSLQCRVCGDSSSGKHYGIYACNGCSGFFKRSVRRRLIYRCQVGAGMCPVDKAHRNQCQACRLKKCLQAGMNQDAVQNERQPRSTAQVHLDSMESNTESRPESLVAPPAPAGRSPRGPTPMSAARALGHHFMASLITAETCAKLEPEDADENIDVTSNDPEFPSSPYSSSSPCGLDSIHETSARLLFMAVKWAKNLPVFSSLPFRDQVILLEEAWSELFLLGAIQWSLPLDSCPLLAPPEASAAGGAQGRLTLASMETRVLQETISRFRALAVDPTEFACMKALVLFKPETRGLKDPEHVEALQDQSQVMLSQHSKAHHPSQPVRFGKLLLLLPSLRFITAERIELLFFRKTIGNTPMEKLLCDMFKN
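System: GST-tagged NR2E3 plus biotinylated RetCOR corepressor; Amount: 1.35 nM GST-tagged NR2E3 final; Dosing: single nominal compound dose of 4.8 µM; Schedule: 5 h incubation at 4 °C; Technique: TR-FRET with europium anti-GST and streptavidin-D2, 340 nm excitation; Controls: biotin wells as high control, 0.6% DMSO wells as low control.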
CF NFkB inh: inhibitors of PAF-induced NF-kB signaling, primary screen, cell-based, GFP fluorescence, uHTS | AID 588850, 2011 | 360,000 tested, 0.86% active | inhibition, % at 5 µM | KKLEB NF-kB-GFP reporter, GFP fluorescence overnight;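 active = at least 50% inhibition at 5 µM, scaled per plate between neutral and stimulator controls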;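 also: PAF is a Pseudomonas aeruginosa culture filtrate used as stimulus; plate controls were PAF-stimulated DMSO wells for no effect and unstimulated DMSO wells for full effect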
Shn3 inh set2: reduction of Shn3 3'UTR firefly luciferase signal, primary screen, Schnurri-3 inhibitor project, cell-based, Clone20 osteoblasts, set 2. Clone20 osteoblast Shn3 3'UTR firefly luciferase, 24 h. inhibition, % at 12.5 µM. 360,000 tested, 0.52% active. AID 588674, 2011;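 active = mean inhibition of at least 75% with every replicate also reaching 75%; inconclusive = mean inhibition at least 75% but some replicate below; inactive = mean inhibition below 75%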;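 also: 0% = median of neutral control wells and 100% = pilot-screen positive control compound; some compounds past the cut are filed as inactive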
NR2E3 ag-2: NR2E3 agonists in two-hybrid cells, primary screen, cell-based, luminescence, CHO-S, Gal4-NCOR/VP16-NR2E3; Photoreceptor-specific nuclear receptor (Homo sapiens), Q9Y5X4; luciferase; inhibition of corepressor binding, % at 3.98 µM; 360,000 tested, 0.35% active; AID 602229, 2012;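 active = inhibition above the mean of all tested compounds plus 3 SD, cut at about 70% in these data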;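 also: 0% = DMSO with NR2E3 transfected cells and 100% = cells lacking NR2E3 construct; higher means lower luciferase signal from less NR2E3 corepressor binding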
iPSC survival up: enhancers of single-cell hiPSC survival, primary screen, ATPlite luminescence. 100% = ROCK inhibitor wells, 0% = DMSO. survival enhancement, % at 20 µM. 360,000 tested, 0.044% active. AID 602274, 2012; in the data active = survival enhancement above about 18%;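 also: cells exposed to compounds for 16 hours before the ATP read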
HIF-2a inh: HIF-2a reporter inhibitors, primary screen, luminescence, 786-0 RCC cells; AID 624352, 2012; 786-0 RCC cells HIF-2a reporter, luciferase luminescence, overnight; inhibition, % at 18.8 µM; 360,000 tested, 0.72% active;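 active = inhibition of the luminescence signal of 40% or more relative to plate controls, in a single-dose primary screen at 18.75 µM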
aDG glyco act: activators of alpha-DG glycosylation, primary screen, uHTS, Pro5-aDG cells, AlphaScreen. alpha-DG glycosylation AlphaScreen (IIH6); 0% Pro5, 100% B10-LARGE cell signal. AID 624168, 2012. activation, % at 10 µM. 360,000 tested, 0.22% active;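 active = activation of at least 8% versus controls, or a plate z-score of at least 8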;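 also: Pro5 are CHO cells carrying HIG-tagged alpha-DG that lacks glycosylation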
KKLEB cytotox: cytotoxicity in KKLEB CF airway cells, primary screen, cytotoxicity control for CF NF-kB inhibitor project, cell-based, uHTS, fluorescence assay plates; KKLEB CF airway cells viability, ATPlite luminescence, overnight; stronger effect = lower value; cells stimulated with P. aeruginosa culture filtrate; activity change (cytotoxicity), % at 5 µM; 360,000 tested, 0.36% active;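 active = corrected activity change at or below -50% at 5 µM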
TWEAK-Fn14 inh: inhibitors of TWEAK-Fn14 signaling, primary screen, luciferase reporter cells, uHTS. TWEAK-stimulated Fn14 reporter cells, luciferase luminescence, 8 h. 360,000 tested, 2% active. inhibition, % at 10 µM; in the data active = inhibition above about 50%
Active calls of the source: *; ? = inconclusive; . = no result given. This is a random part of the collection (roughly 4.4% active in at least one column).

item	SMILES	Shn3 inh set2	Peg3 prom inh	NR2E3 ag-1	HIF-2a inh	CF NFkB inh	aDG glyco act	NR2E3 ag-2	iPSC survival up	TWEAK-Fn14 inh	KKLEB cytotox	TRPM1 prom inh
1	COc1cccc(C(=O)NC2CC3CCCC(C2)N3Cc2ccc(F)cc2)c1 (centres undefined)	-18	-6	.	5	-2	-0.3	5	0.4	14	-4	.
2	O=C(Nc1ccccc1N1CCOCC1)C1CCN(S(=O)(=O)c2ccccc2F)CC1	-7	1	-2	13	3	0.1	-14	1.2	-9	-4	-4
3	COc1cccc2c(=O)c3cccc(N)c3[nH]c12	-15	-22	-1	0	-46	-0.6	-7	0.0	7	4	6
4	O=C(CN1C(=O)C2CCCCC2C1=O)OCc1nnc(-c2ccccc2)o1 (centres undefined)	-2	-18	-1	-20	4	-0.4	-22	-0.1	0	0	-10
5	COc1ccc(COn2nnc3ccc(S(=O)(=O)N4CCOCC4)cc32)cc1F	-7	1	-1	7	8	0.4	14	0.7	0	-14	3
6	CC1CCN(Cc2nnnn2CCCC(=O)NCCN2CCOCC2)CC1	-3	22	4	3	-6	0.1	-27	0.1	17	-4	-2
7	O=C(COC(=O)c1ccc(Cl)nc1)Nc1cc(S(=O)(=O)N2CCOCC2)ccc1Cl	-11	0	.	7	6	0.0	5	-0.2	-22	15	9
8	CC(c1ccccc1)C1NC(C(=O)O)CS1 (centres undefined)	2	-2	0	9	-3	0.6	11	-1.0	1	-3	-1
9	COC(=O)c1ccccc1NC(=O)CSc1[nH]c(=O)cc(C)c1C#N	-18	-7	6	-2	-14	-0.1	4	1.9	-5	-7	13
10	O=C(NCC1CCCCC1)c1[nH]c(C(F)(F)F)nc1-c1ccccc1	-26	13	.	-5	-8	-0.2	19	-2.5	-2	1	.
11	Cn1c(=O)c2c(nc(N3CCOCC3)n2C/C=C/c2ccccc2)n(C)c1=O	11	15	2	21	1	-0.1	16	1.0	-3	-24	.
12	CCc1ccc(C(C#N)=CC=Cc2ccccc2)cc1	-43	-263	.	-307	6	-0.6	-25	1.5	-12	-6	.
13	CCOc1ccc(CCNC(=O)COC(=O)c2cccnc2SC)cc1OCC	5	1	-4	8	9	0.0	5	0.0	-4	-11	9
14	Brc1ccc(OCCCCCN2CCOCC2)cc1	8	-29	0	-39	-2	0.4	-34	1.5	6	17	-12
15	CCCCCCCCCC[n+]1cccc(C(=O)N(CC)CC)c1	-7	21	3	2	9	0.0	26	1.0	-9	-1	17
16	CC(C)c1nc(Cl)c(C#N)c2c1CSC(C)(C)C2	11	5	0	32	33	-0.3	8	2.1	25	-8	-3
17	CC(NCc1ccc2c(c1)OCO2)C(=O)N1CCc2ccccc21 (centres undefined)	1	22	3	12	23	-0.4	22	0.0	40	16	-16
18	O=C(Nc1ccc(N2CCCC2)c(S(=O)(=O)Nc2cccc(C(F)(F)F)c2)c1)c1cccs1	3	31	1	8	13	0.5	-35	1.2	46	0	9
19	CCOc1cc(C(=O)N2CCCC2)cc(OCC)c1OCC	-11	9	-3	13	-1	-0.2	5	1.1	-37	-6	12
20	CCc1cc2c3c([nH]c2cc1S(=O)(=O)N1CCC2(CC1)OCCO2)CCCC3=O	4	-6	-3	13	-13	0.1	10	-0.4	11	1	4

Continuation:
item	SMILES	Shn3 inh set2	Peg3 prom inh	NR2E3 ag-1	HIF-2a inh	CF NFkB inh	aDG glyco act	NR2E3 ag-2	iPSC survival up	TWEAK-Fn14 inh	KKLEB cytotox	TRPM1 prom inh
21	O=C(CSCc1ccccc1Br)NC1CC1	32	-10	0	-15	-1	-0.3	-7	-0.2	-8	3	1
22	Cc1ccc(N2C(=O)[C@@H]3C(C(=O)CN4C(=O)c5ccccc5C4=O)=NN[C@@H]3C2=O)c(C)c1	10	9	1	15	-12	-0.1	-2	-0.4	6	3	.
23	COc1cccc(CN(C)S(=O)(=O)c2ccc3c(c2)OCCO3)c1	6	8	.	-8	14	-0.2	-14	0.1	1	2	-1
24	Brc1ccccc1-n1nnc(-c2cccnc2)n1	-114	-269	5	-228	-2	0.0	-75	-1.2	0	-4	-82
25	COc1ccc(OC)c(N(CCN2C(=O)c3ccccc3C2=O)C(=O)C2CCC(=O)C2C)c1 (centres undefined)	-21	9	.	12	15	0.0	-2	4.7	1	-3	.
26	CC(C)[C@@H](C(=O)NCC1CCCO1)N1C(=O)N2CCc3c([nH]c4ccccc34)[C@@]2(C)C1=O (some centres undefined)	2	4	-2	17	-4	-0.2	-30	-0.4	-7	-7	-1
27	CCN(CC(=O)N1CCN(Cc2ccccc2)CC1)S(=O)(=O)c1ccc(C)cc1	6	8	3	7	-21	-0.1	-18	0.1	-8	8	14
28	O=C(NCCCO)C(=O)Nc1ccc2c(c1)N(S(=O)(=O)c1cccs1)CCC2	8	6	-1	-4	8	-0.1	-3	1.2	-3	-26	15
29	N/C(Cc1ccc(Cl)cc1Cl)=N\OC(=O)Cc1cccs1	-14	-68	0	-160	-7	-0.1	-51	0.6	-16	-2	-6
30	Cc1ccc(C)c(NC(=O)c2ccc[n+](Cc3ccc([N+](=O)[O-])cc3)c2)c1	-7	-4	2	5	1	-0.1	5	-0.7	17	-2	-7
31	NS(=O)(=O)c1ccc(NC(=O)CSc2nc3ccccc3n2-c2ccccc2)cc1	6	13	0	18	19	0.1	6	0.5	-7	-14	9
32	O=C1CC(N2CCCCCC2)C(=O)N1c1ccc2c(c1)OCO2 (centres undefined)	19	-5	2	-15	5	0.3	-18	-0.1	-12	-2	4
33	Cn1c(Cc2nc3ccccc3n2C)nc2ccccc21	-27	-5	0	-5	-23	0.4	-4	-2.7	-7	20	0
34	COc1ccc(C(=O)Nc2ccc(Cl)cc2C(=O)N2CCOCC2)cc1	3	20	2	14	12	0.1	-28	-0.3	-6	-5	3
35	CC(OC(=O)CNC(=O)COc1ccccc1)C(=O)N(C)Cc1ccccc1 (centres undefined)	2	-8	-2	7	13	0.1	5	-0.5	4	-12	-2
36	COC(=O)NNC(=S)NCc1ccc(C)cc1	15	-1	0	5	-1	-0.1	0	4.8	-4	2	16
37	CC(C)N(C(=O)Cn1c(SCC(=O)NC2CC2)nc2ccccc21)C(C)C	-12	7	5	10	-4	0.1	-25	-0.2	-7	0	5
38	COc1ccc(CN2CCOCCOCCOCC2)cc1	16	-3	3	9	0	-0.1	31	1.0	8	5	3
39	CCc1ccc2oc(-c3cc(N)ccc3Cl)nc2c1	-25	-33	-4	-5	-8	-0.1	-135	-3.5	83*	-9	-1
40	Cc1ccc(CNC(=O)C2CCC(=O)N(CCc3cccc(F)c3)C2)s1 (centres undefined)	10	0	.	-12	12	-0.1	-12	-0.3	3	-22	7

New compounds follow
item	SMILES	Shn3 inh set2	Peg3 prom inh	NR2E3 ag-1	HIF-2a inh	CF NFkB inh	aDG glyco act	NR2E3 ag-2	iPSC survival up	TWEAK-Fn14 inh	KKLEB cytotox	TRPM1 prom inh
41	COc1ccc(C(=O)O/N=C(/c2ccccc2)c2ccncc2)cc1	0	-62	-3	-91	-16	0.3	-14	-0.7	4	9	-29
42	CCOCC(=O)Nc1nnc(SCCOC)s1	15	-6	0	7	0	-0.2	-31	0.3	3	-1	11
43	CC1CCCCC1NC(=O)CC1Oc2ccccc2NC1=O (centres undefined)	5	-5	3	9	-23	0.5	-12	-0.8	3	-2	-4
44	O=C(NCc1ccccc1C(F)(F)F)c1cccc2c1C(=O)c1ccc(N3CCC(N4CCCCC4)CC3)cc1S2(=O)=O	?	106*	.	-13	4	-0.2	-24	-2.3	-26	-13	.
45	N#CCc1c(C#N)c(N)nc(N2CCOCC2)c1C#N	-8	6	6	15	12	0.7	4	-1.8	0	-1	0
46	CCc1noc(C)c1C(=O)Nc1ccccc1C(C)(C)C	8	-4	3	-4	18	-0.1	-42	-0.2	8	-11	-7
47	O=C1C(=O)N(CCN2CCOCC2)C(c2ccc(Cl)cc2)/C1=C(/O)c1ccc(S(=O)(=O)N2CCOCC2)cc1 (centres undefined)	3	5	7	1	-5	-0.2	-19	1.8	42	8	0
48	CC(C)(C)NC(=O)CN(C(=O)CCN1CCCc2ccccc21)C(C)(C)C	5	-11	1	-22	-17	-0.1	2	0.0	-12	10	15
49	COc1cc2c(c(OC)c1OC)-c1ccc(OC)c(=O)cc1C(NC(=O)c1ccccc1)CC2 (centres undefined)	0	-50	.	23	45	0.0	15	-1.7	47	-3	33
50	CSc1cccc(CN2CCCC(CNC(=O)c3ccco3)C2)c1 (centres undefined)	1	1	0	8	11	0.0	1	0.5	-3	-10	6
51	Cc1nnsc1C(=O)NNC(=O)c1ccc(C(F)(F)F)cc1	-19	-22	1	-22	8	-0.2	-16	0.9	6	-9	-8
52	CCC1C(=O)C(C)(C)C(=O)OC1c1ccc([N+](=O)[O-])cc1 (centres undefined)	1	-2	-1	15	-16	0.1	-47	-0.7	1	4	4
53	CC(=O)Nc1cccc(/C(C)=N/N2C(C)CCCC2C)c1 (centres undefined)	1	-10	0	13	14	-0.1	12	-0.3	11	-8	6
54	CCOC(=O)CNC(=O)N1CCCC(C(=O)c2cc(C)c(OC)c(C)c2)C1 (centres undefined)	3	-2	0	8	6	0.1	-4	-0.2	-2	5	5
55	O=C1CCN(Cc2ccccc2)CCN1[C@H](CO)c1ccccc1	-29	-4	1	6	-17	0.0	-50	5.6	-13	0	5
56	CCc1nc2oc3ccccc3c(=O)c2c(=O)n1Cc1ccccc1	6	-1	-3	19	0	-0.1	-7	1.7	12	12	18
57	COc1cc2c(-c3ccc4cc[nH]c4c3)c(-c3ccsc3)oc(=O)c2cc1OC	-22	-21	2	-49	-4	0.1	-29	1.4	-1	17	0
58	Cc1cccc(CSC2=NCCN2C(=O)c2ccc(Br)o2)c1	-5	-25	1	-19	-14	-0.1	9	-0.8	-5	5	-16
59	COc1cc(C=O)ccc1OS(=O)(=O)c1ccc(NC(C)=O)cc1	5	13	4	16	-6	0.0	3	0.7	6	6	0
60	CCc1nc2c(OCCC3CCCCC3)cccn2c1N(C)C(=O)c1ccco1	6	5	.	16	10	0.0	1	-3.8	-12	-3	.
61	CCCc1c(-c2cccc(F)c2)ncn1CCc1ccccc1OC	.	.	.	-22	.	0.0	-30	0.7	15	.	.
62	N#Cc1sc2nccc(Nc3ccccc3)c2c1N	37	23	-2	17	81*	0.2	-40	-0.2	80*	-14	.
63	COc1ccc(OC)c(/C=N/NC(=O)CCCC(=O)Nc2cccc(Br)c2)c1	-6	24	0	16	-4	0.8	-17	1.3	8	12	-6
